ELG1 genotox = qHTS screen for small molecules that induce genotoxicity in human embryonic kidney (HEK293T) cells expressing luciferase-tagged ELG1. HEK293T ELG1-luciferase reporter, luminescence, 16 h. Potency, µM (highest dose often 46 µM), inactives show at the highest dose activity change, positive = activation, most hits filed as activators. 330,000 tested, 1.3% active. AID 504466, 2011; also: % of control where 0% means no effect; nearly all actives have a fitted effect of over 60% in size
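After overnight (16 hr) compound treatment at 37 °C, ELG1-luciferase HEK293T cells were lysed with ONE-Glo; luminescence quantified 30 min later at room temperature.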
FLuc counter = qHTS profiling assay for firefly luciferase inhibitor/activator using purifed enzyme and Km concentrations of substrates (counterscreen for miR-21 project); purified FLuc, Km substrates, luminescence inhibition; Potency, µM (series often up to 57.5 µM), without a hit: top-dose activity change, negative = inhibition, hits mostly inhibitors; 360,000 tested, 6.9% active; AID 588342, 2011;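 also: plate controls were vehicle for no effect and reference inhibitor for full effect; nearly all actives have a fitted effect of over 55% in size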
Target sequence (P08659 whole entry, looked up): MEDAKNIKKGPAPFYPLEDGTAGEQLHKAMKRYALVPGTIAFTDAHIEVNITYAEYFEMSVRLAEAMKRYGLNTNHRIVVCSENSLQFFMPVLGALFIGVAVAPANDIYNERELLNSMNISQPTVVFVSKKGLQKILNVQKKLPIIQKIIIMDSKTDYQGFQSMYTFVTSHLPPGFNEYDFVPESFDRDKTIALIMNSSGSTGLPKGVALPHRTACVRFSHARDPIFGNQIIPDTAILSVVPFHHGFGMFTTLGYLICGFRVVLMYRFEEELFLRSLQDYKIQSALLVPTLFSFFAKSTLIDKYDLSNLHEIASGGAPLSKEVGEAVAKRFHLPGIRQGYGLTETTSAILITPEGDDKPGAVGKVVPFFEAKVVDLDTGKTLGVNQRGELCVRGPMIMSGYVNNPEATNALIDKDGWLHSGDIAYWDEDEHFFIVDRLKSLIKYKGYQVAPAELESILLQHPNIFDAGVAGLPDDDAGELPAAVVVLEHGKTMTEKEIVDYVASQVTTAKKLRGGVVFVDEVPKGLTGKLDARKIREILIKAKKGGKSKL
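Purified P. pyralis luciferase, 10 nM final, with Km-level 10 uM D-luciferin and 10 uM ATP in 50 mM Tris acetate pH 7.5, 10 mM Mg acetate, 0.01% Tween-20, 0.05% BSA; 6-point qHTS titration about 60 µM downward; luminescence read.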
uPA surface inh = qHTS for Inhibitors of Cell Surface uPA Generation; cell surface uPA generation assay, qHTS; Potency, µM (titrated, usually from 38.3 µM), for inactives: at the top dose activity change, negative = inhibition, hits mostly inhibitors; 330,000 tested, 0.31% active; AID 540303, 2011; active = well fitted inhibition curve with a large enough effect; inconclusive = small, poorly fitted or top-dose-only effect; inactive = no such curve, though single readings can be large or run the other way; tested in mouse RAW 264.7 cells; also: % is scaled to controls: 0 for no effect and ±100 for the full control effect; nearly all actives have a fitted effect of over 55% in size
VP16 counter = VP16 counterscreen qHTS for inhibitors of ROR gamma transcriptional activity; Potency, µM (series often up to 53.6 µM), for inactives: at the highest dose activity, negative = inhibition, most hits filed as inhibitors; Drosophila S2 Gal4-VP16 UAS-luciferase, luminescence, 20 h; 310,000 tested, 3.5% active;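 also: Gal4-VP16 expression switched on by copper sulfate through the metallothionein promoter; % is scaled to controls: 0 for no effect and ±100 for the full control effect; nearly all actives have a fitted effect of over 50% in size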
RORgamma inh = qHTS for inhibitors of ROR gamma transcriptional activity. Nuclear receptor ROR-gamma (Mus musculus), P51450. Drosophila S2 Gal4-RORgamma UAS-luciferase reporter, 20 h. Potency, µM (top dose mostly 53.6 µM), for inactives: at the highest dose activity change, negative = inhibition, most hits filed as inhibitors. 310,000 tested, 5.4% active. AID 2551, 2010; also: % is scaled to controls: 0 for no effect and ±100 for the full control effect; nearly all actives have a fitted effect of over 60% in size
Target sequence (P51450 whole entry, looked up, the tested form may be a part): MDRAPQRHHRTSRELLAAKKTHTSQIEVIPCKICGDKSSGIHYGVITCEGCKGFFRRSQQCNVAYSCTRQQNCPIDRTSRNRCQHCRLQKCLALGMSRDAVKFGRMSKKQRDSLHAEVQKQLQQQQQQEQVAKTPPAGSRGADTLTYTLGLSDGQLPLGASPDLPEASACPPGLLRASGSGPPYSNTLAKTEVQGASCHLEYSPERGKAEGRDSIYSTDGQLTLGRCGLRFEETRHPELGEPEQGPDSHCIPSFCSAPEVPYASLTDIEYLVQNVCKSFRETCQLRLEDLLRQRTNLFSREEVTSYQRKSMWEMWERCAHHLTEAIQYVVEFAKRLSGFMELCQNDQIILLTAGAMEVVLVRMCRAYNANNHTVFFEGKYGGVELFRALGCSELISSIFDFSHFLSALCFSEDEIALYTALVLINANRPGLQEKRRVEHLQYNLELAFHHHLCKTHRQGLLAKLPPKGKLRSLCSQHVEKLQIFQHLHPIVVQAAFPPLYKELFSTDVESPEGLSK
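Compounds are pin-transferred onto Drosophila Schneider cells expressing a copper-inducible Gal4–ROR gamma transactivation domain fusion. After 1 hr, copper sulfate is added to 700 uM final; luciferase is read 20 hr later.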
BRCA1 expr up = qHTS Assay to Identify Small Molecule Activators of BRCA1 Expression | MCF7-BRCA1-FFLuc reporter, luminescence, 48 h; response scale: scaled: vehicle 0%, 10 µM genistein 100% | Potency, µM (doses to about 46.1 µM), without a hit: at the highest dose activation, hits mostly activators | 380,000 tested, 1.1% active | AID 624202, 2012; also: nearly all actives have a fitted effect of over 80% in size; some results filed as inactive show a strong effect at the top dose
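48 h compound treatment of MCF7-BRCA1-FFLuc cells (phenol-red free MEM, 37 °C), then 15 min with luciferase substrate and luminescence imaging.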
NPC1 prom act = qHTS Assay for NPC1 Promoter Activators | Huh7 NPC1 promoter luciferase reporter, 24 h | Potency, µM (doses to about 9.22 µM), without a hit: at the highest dose activation, usual class: activators | 320,000 tested, 2.4% active;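 also: % of control where 0% means no effect; nearly all actives have a fitted effect of over 60% in size; reporter is driven by a mutant NPC1 promoter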
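Luminescence from an NPC1 promoter-driven luciferase reporter in stably transfected Huh7 cells was measured after 24 h compound treatment at 37 °C, followed by 10 min ambient incubation with luciferase detection reagent.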
MBNL1-CUG inh = qHTS Assay for Inhibitors of MBNL1-poly(CUG) RNA binding; TR-FRET MBNL1-His/biotin-(CUG)12 binding, 665/545 ratio; Potency, µM (titrated, usually from 57.5 µM), for inactives: at the top dose activity change, negative = inhibition, most hits filed as inhibitors; 280,000 tested, 0.036% active; AID 2675, 2010; active = well fitted inhibition curve with a large enough effect in the signal ratio, with a control signal flat, not every such curve was filed as active; inconclusive = small, poorly fitted or top-dose-only effect, or effect the other way, or a change in a side signal; inactive = no such curve, though single readings can be large or run the other way; the % refers to the signal ratio; also: % is scaled to controls: 0 for no effect and ±100 for the full control effect
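Compounds (final 92 nM to 58 uM) are added to His-tagged MBNL1 and biotin-(CUG)12, then terbium anti-His antibody and streptavidin-XL665 (5 nM final). After 60 min at room temperature, the 665/545 nm ratio is read.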
p53 reactivator = qHTS assay for re-activators of p53 using a Luc reporter. H1299 p53-A138V BP100-luciferase reporter, luminescence, 24 h. Potency, µM (doses to about 92.2 µM), without a hit: at the highest dose activity change, positive = activation, usual class: activators. 320,000 tested, 0.063% active. AID 504706, 2011; also: % of control where 0% means no effect; nearly all actives have a fitted effect of over 45% in size
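H1299 (p53-null), stable ts p53-A138V + BP100-Luc; 1000 cells/well, Opti-MEM/10% FBS; cpd 4 pt, 1:5; 24 h, 37 deg C, 5% CO2; detection reagent 10 min RT; luminescence.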
Rab9 prom act = qHTS Assay for Rab9 Promoter Activators | Huh7 Rab9 promoter-luciferase reporter, luminescence, 24 h | Potency, µM (top dose mostly 9.22 µM), inactives show top-dose activation, negative = inhibition, actives largely listed as activators | 320,000 tested, 2.8% active | AID 485297, 2010; also: % of control where 0% means no effect; nearly all actives have a fitted effect of over 60% in size
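Cells were plated at 1500 per well in reduced-serum medium with 10% FBS and left 2 h. Compound in DMSO was then added for 24 h at 37 °C. Reporter signal was read by luminescence after 10 min with luciferase detection reagent.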
CXXC DNA block = qHTS Fluorescence Polarization Assay for Inhibitors of MLL CXXC domain - DNA interaction | 290,000 tested, 0.037% active | Histone-lysine N-methyltransferase 2A (Homo sapiens), Q03164 | Potency, µM (doses to about 115 µM), for inactives: at the top dose activity change, negative = inhibition, actives largely listed as inhibitors | MLL-CXXC / FITC-HOXA9 DNA fluorescence polarization; active = well fitted inhibition curve with a large enough effect in the polarisation, with a control signal flat, not every such curve was filed as active; inconclusive = small, poorly fitted or top-dose-only effect, or effect the other way, or a change in a side signal; inactive = no such curve, though single readings can be large or run the other way; the % refers to the polarisation
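Steps: dispense CXXC domain solution (7 uM) → pin compounds or unlabeled HOX-A9 DNA control → 5 min ambient → add FLSN-HOX-A9 solution (50 nM) → spin → 30 min ambient → fluorescence polarization. Tris pH 7.5/NaCl/DTT/BSA buffer.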
* marks the source's active call; other numbers are inactive results; u = inconclusive; x = not tested or not shown; & = joins results of further samples; [ ] = dose if it differs, or a comment. Unless noted, calls follow the shape of the dose curve; as a rule, active = well fitted curve in the direction sought with a large enough effect; inconclusive = small, poorly fitted or top-dose-only effect, or another doubt; inactive = no such curve, though single readings can be large; an effect the other way counts as inactive or inconclusive. Potency is read from the fitted curve at half-maximal effect. The list is partial. The share of hits here may be higher or lower than overall.

SMILES	ELG1 genotox	FLuc counter	uPA surface inh	VP16 counter	RORgamma inh	BRCA1 expr up	NPC1 prom act	MBNL1-CUG inh	p53 reactivator	Rab9 prom act	CXXC DNA block
O=S1(=O)CCC(N=Cc2ccc(-c3ccc(Cl)cc3)o2)C1 (stereo not drawn)	-2%	-29%	-1%	u	-42%	17%	0%	u	u	-9%	-3%
c1ccc(COC2CCCN(Cc3nc(Cc4ccccc4)no3)C2)cc1 (stereo not drawn)	1%	-10%	-2%	-12%	-1%	-10%	-4%	-10%	1%	4%	-8%
O=C(OCc1cc([N+](=O)[O-])cc2c1OCOC2)c1ccc2ccccc2n1	7%	0%	-2%	-14%	0%	-1%	-6%	4%	26%	6%	-4%
O=C(COC(=O)c1cncc(Br)c1)NCc1ccc(Cl)cc1	0%	3%	9%	3%	4%	0%	-7%	x	12%	2%	-8%
CCOC(=O)C1CCCN(C(=O)CCc2ccccc2)C1 (stereo not drawn)	3%	-2%	4%	-1%	-6%	1%	2%	-5%	-4%	6%	3%
O=C(O)c1ccc(/C=N/Nc2ccc(Cl)nn2)cc1	0%	-19%	3%	-7%	-36%	-16%	6%	18%	12%	4%	-2%
S=C(Nc1ccc(Br)cc1Cl)N1CCCC1	7%	3%	-7%	15%	u	u	6%	-5%	1%	10%	5%
Cc1ccc2cc(CN(Cc3cccs3)Cc3nnnn3CC3CCCO3)c(=O)[nH]c2c1C (stereo not drawn)	-4%	8%[2.3 µM]	-13%	-3%	u	-19%	2%	2%	3%	4%	5%
O=C(NCC1COCCO1)c1cc(COc2c(F)cccc2F)on1 (stereo not drawn)	2%	1%	16%	-2%	-1%	28%	-1%	7%	-9%	11%	-7%
COc1cccc(N(Cc2nnc3n2CCCCC3)C(=O)Nc2ccccc2)c1	0%	0%&0%	11%	3%	4%	-5%&4%	-5%	-9%	2%	-3%	14%
C=CCn1c(SCc2csc(C)n2)nc2sc3c(c2c1=O)CCC(C)C3 (stereo not drawn)	-1%	u	2%	u	u	-5%[1.84 µM]	-3%	u	5%	-5%	-4%
Fc1cccc(Cl)c1CNCc1ccccc1Cl	1%	-9%	-1%	4%	36%	26%	-2%	-5%	4%	-2%	-1%
CCNC(=O)COc1ccc(CC)cc1	11%	u	3%	8%	19%	5%	10%	x	u	8%	0%
CCOc1ccc(CCNC(=O)c2nnn(CC(=O)Nc3ccc(C)cc3)c2N)cc1OCC	5%	4%	1%	-6%	-20%	17%	-2%	-3%	-1%	0%	3%
CCOC(=O)c1ccc(NC(=O)C2CCCN(c3cnccn3)C2)cc1 (stereo not drawn)	11%	-18%	-1%	8%	27%	80%	u	-10%	u	u	-3%
O=c1c2cc(N3CCOCC3)ccc2[nH]c(=S)n1Cc1ccccn1	u	-15%	-3%	u	7.9µM*	5%	9%	28%	22%	20%	-6%
COc1ccc(C(=O)NCc2cccnc2)cc1S(=O)(=O)N1CCCc2ccccc21	0%	3%	-2%	u	33%	-30%	-2%	-2%	-2%	-5%	-5%
CC(C)OC(=O)CSc1nnnn1-c1ccc2c(c1)OCCO2	2%	17µM*	1%	21%	18%	20%	22%	-4%	u	u	1%
Cc1ccc(NC(=O)CCC(=O)N/N=C/C=C/c2ccccc2)cc1	13%	-1%	1%	1%	-8%	5%	-2%	x	0%	-1%	11%
Cc1nn(C)c(C)c1S(=O)(=O)N(CC(=O)N1CCc2ccccc2C1)c1ccc(C(C)C)cc1	-10%	8%	u	-10%	16%	-2%	2%	-1%	-5%	3%	0%
CC1CN(C(=O)c2cc(S(=O)(=O)N3CCCCC3)ccc2Cl)CC(C)O1 (stereo not drawn)	-6%	2%	1%	x	x	-3%	-3%	x	u	-4%	x
CCOC(=O)c1ccc(N2C(=O)C(CC(N)=O)N(NC(=O)c3cccc(F)c3)C2=S)cc1 (stereo not drawn)	-1%	2%	-4%	2%	-42%	-3%	0%	-4%	-5%	1%	7%
COc1ccc(Nc2cc(C)c3c(O)cccc3n2)cc1	4%	21µM*	-3%	-14%	1%	u	7%	-6%	27%	20%	23%
CCOC(=O)NC(=S)Nc1c(C)n(C)n(-c2ccccc2)c1=O	3%	0%	6%	-15%	-13%	-3%	-1%	-5%	-3%	-5%	1%
CCCC(C)NC(=O)COC(=O)c1cc(Br)c(Br)s1 (stereo not drawn)	0%	-3%	-2%	-5%	2%	-8%	2%	-3%	-2%	14%	-1%
O=C(/C=C/c1cccs1)NC(=S)Nc1ccccc1	1%	27µM*	0%	8.9µM*	3.2µM*	66%	19%	10%	2%	u	-3%
CC(=O)Nc1ccc(NC(=O)C2CCCN(S(=O)(=O)c3ccc(Cl)cc3)C2)cc1 (stereo not drawn)	u	2%	0%	1%	-12%	-10%	1%	1%	-3%	-5%	2%
C/C(=N\Nc1ccc([N+](=O)[O-])cc1)c1ccc(N2CCOCC2)cc1	6%	8.5µM*	0%	-8%	-11%	-22%	17%	x	6%	1%	2%
CN(Cc1c(F)cccc1Cl)C(=O)c1cc2ccccc2o1	6%	-19%	6%	u	u	55%	1%	-1%	-2%	2%	7%
Cc1ccc(C(=O)Nc2cccnc2N2CCN(C)CC2)cc1	1%	3%	-3%	4%	2%	0%	0%	-13%	1%	-3%	12%

Three compounds picked at random from the list so far, as already listed:
SMILES	ELG1 genotox	FLuc counter	uPA surface inh	VP16 counter	RORgamma inh	BRCA1 expr up	NPC1 prom act	MBNL1-CUG inh	p53 reactivator	Rab9 prom act	CXXC DNA block
COc1ccc(Nc2cc(C)c3c(O)cccc3n2)cc1	4%	21µM*	-3%	-14%	1%	u	7%	-6%	27%	20%	23%
CN(Cc1c(F)cccc1Cl)C(=O)c1cc2ccccc2o1	6%	-19%	6%	u	u	55%	1%	-1%	-2%	2%	7%
C/C(=N\Nc1ccc([N+](=O)[O-])cc1)c1ccc(N2CCOCC2)cc1	6%	8.5µM*	0%	-8%	-11%	-22%	17%	x	6%	1%	2%

Next section:
SMILES	ELG1 genotox	FLuc counter	uPA surface inh	VP16 counter	RORgamma inh	BRCA1 expr up	NPC1 prom act	MBNL1-CUG inh	p53 reactivator	Rab9 prom act	CXXC DNA block
Cn1nc(C(C)(C)C)c(NC(=O)c2sccc2Cl)c1C(C)(C)C	-3%	-1%	2%	-7%	20%	-24%	-1%	x	-4%	-1%	9%
CC(=O)NC(Cc1cccc(C)c1)C(=O)NC1CCN(C(=O)c2ccc([N+](=O)[O-])cc2)CC1 (stereo not drawn)	0%	0%	7%	1%	-11%	23%	-3%	u	2%	-4%	4%
COc1ccc(NC(=O)CN(C)C(=O)CCNC(=O)Nc2ccccc2)cc1	0%	-2%	2%	x	x	12%	1%	x	3%	-3%	x
O=C(NCc1ccncc1)/C(=C\c1ccc(F)cc1)NC(=O)c1ccccc1	0%	4%	7%	3%	-3%	-13%	-4%	-3%	-3%	-7%	15%
CC(O)CNC12CC3CC(CC(C3)C1)C2 (stereo not drawn)	-8%	-2%	26%	7%	-14%	2%	-2%	x	1%	-1%	-2%
COc1ccc(CCNC(=O)CSc2ccc3nnc(CCNC(=O)c4ccccc4)n3n2)cc1OC	1%	-1%	7%	-9%	0%	0%	-1%	-2%	0%	-1%	-3%

In the list so far, these have an NH in an aromatic ring:
SMILES	ELG1 genotox	FLuc counter	uPA surface inh	VP16 counter	RORgamma inh	BRCA1 expr up	NPC1 prom act	MBNL1-CUG inh	p53 reactivator	Rab9 prom act	CXXC DNA block
Cc1ccc2cc(CN(Cc3cccs3)Cc3nnnn3CC3CCCO3)c(=O)[nH]c2c1C (stereo not drawn)	-4%	8%[2.3 µM]	-13%	-3%	u	-19%	2%	2%	3%	4%	5%
O=c1c2cc(N3CCOCC3)ccc2[nH]c(=S)n1Cc1ccccn1	u	-15%	-3%	u	7.9µM*	5%	9%	28%	22%	20%	-6%

From PubChem BioAssay
